# Assay outcomes as filed in PubChem BioAssay.
# ATXN2 expr inh: reduces ATXN2 reporter expression in HEK-293 cells | Potency, µM (series often up to 57 µM), without a hit: top-dose activity change, negative = inhibition, usual class: inhibitors | HEK-293 ATXN2-luciferase reporter, luminescence, 24 h | hit rate 0.72% among 360,000 | AID 1745845; also: potency is read from the fitted curve at half-maximal effect; % is scaled to controls: 0 for no effect and ±100 for the full control effect; nearly all actives have a fitted effect of over 55% in size
#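 ATXN2-luciferase reporter cells (luciferase flanked by upstream and downstream ATXN2 gene portions) were treated 24 h at 37 °C with compounds at up to 57 uM. SteadyGlo luminescence gave expression; GF-AFC fluorescence gave viability.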
# KB-3-1 cytotox: kills parental KB-3-1 adenocarcinoma cells; KB-3-1 viability, CellTiter-Glo ATP luminescence, 72 h; Potency, µM (doses to about 46.1 µM), inactives show top-dose activity change, negative = cytotoxic, actives largely listed as cytotoxic; hit rate 1.4% among 400,000; also: potency is read from the fitted curve at half-maximal effect; % is scaled to controls: 0 for no effect and ±100 for the full control effect; nearly all actives have a fitted effect of over 60% in size
#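 Here the drug-naive KB-3-1 line serves as comparator for MDR sub-line selectivity; cells received compound titrations, 72 h at 37 °C, then CellTiter-Glo readout.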
# SW480 rereplic: induces DNA re-replication in SW480 colon adenocarcinoma cells. SW480 DNA re-replication, Hoechst DNA content imaging, 48 h. Potency, µM (titrated, usually from 46.1 µM), for inactives: at the top dose re-replication activation, hits mostly activators. hit rate 1.8% among 340,000. AID 624297; also: potency is read from the fitted curve at half-maximal effect; % of control where 0% means no effect; nearly all actives have a fitted effect of over 55% in size
#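 250 cells/well; 23 nL cpd via pin tool; 48 hr, 37 C, 5% CO2; Hoechst 40 min; imager read of total nuclear intensity, ex 405/em 500-530 nm.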
# KB-V1 cytotox: KB-V1 MDR subline cytotoxicity; KB-V1 MDR cells viability, CellTiter-Glo, 72 h; Potency, µM (top dose mostly 46.1 µM), for the others: at the highest dose activity change, negative = cytotoxicity, hits mostly cytotoxic; hit rate 3.4% among 400,000; also: potency is read from the fitted curve at half-maximal effect; % is scaled to controls: 0 for no effect and ±100 for the full control effect; nearly all actives have a fitted effect of over 60% in size
#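 qHTS viability screen in drug-selected KB-V1 MDR cells: 72 h compound treatment at 37 degrees C, ATP luminescence end point.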
# IL1B secr inh: inhibitors of inflammasome signaling (IL-1 beta secretion); THP-1 LPS/ATP IL-1B secretion, AlphaLISA, 16 h; stronger effect = lower value; activity change, % at 57.5 µM; hit rate 4.7% among 360,000; in the data active = activity change below about -50%; inconclusive = mostly about -30% to -49%; also: % is scaled to controls: 0 for no effect and ±100 for the full control effect
#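 Secreted IL-1B measured by AlphaLISA bead assay after 16 h compound exposure of THP-1 cells; compounds (final up to 57.5 uM) added 1 h before LPS (250 ng/mL) and ATP (1.25 mM) stimulation; lower signal means less secretion.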
# WRN inhibitor: inhibitors of human WRN helicase; Potency, µM (series often up to 114 µM), for inactives: at the highest dose activity change, negative = inhibition, hits mostly inhibitors; Q14191; WRN helicase unwinding, fluorescent forked duplex, kinetic; hit rate 0.46% among 360,000; also: potency is read from the fitted curve at half-maximal effect; % is scaled to controls: 0 for no effect and ±100 for the full control effect; nearly all actives have a fitted effect of over 55% in size
# Target sequence (Q14191 whole entry, looked up): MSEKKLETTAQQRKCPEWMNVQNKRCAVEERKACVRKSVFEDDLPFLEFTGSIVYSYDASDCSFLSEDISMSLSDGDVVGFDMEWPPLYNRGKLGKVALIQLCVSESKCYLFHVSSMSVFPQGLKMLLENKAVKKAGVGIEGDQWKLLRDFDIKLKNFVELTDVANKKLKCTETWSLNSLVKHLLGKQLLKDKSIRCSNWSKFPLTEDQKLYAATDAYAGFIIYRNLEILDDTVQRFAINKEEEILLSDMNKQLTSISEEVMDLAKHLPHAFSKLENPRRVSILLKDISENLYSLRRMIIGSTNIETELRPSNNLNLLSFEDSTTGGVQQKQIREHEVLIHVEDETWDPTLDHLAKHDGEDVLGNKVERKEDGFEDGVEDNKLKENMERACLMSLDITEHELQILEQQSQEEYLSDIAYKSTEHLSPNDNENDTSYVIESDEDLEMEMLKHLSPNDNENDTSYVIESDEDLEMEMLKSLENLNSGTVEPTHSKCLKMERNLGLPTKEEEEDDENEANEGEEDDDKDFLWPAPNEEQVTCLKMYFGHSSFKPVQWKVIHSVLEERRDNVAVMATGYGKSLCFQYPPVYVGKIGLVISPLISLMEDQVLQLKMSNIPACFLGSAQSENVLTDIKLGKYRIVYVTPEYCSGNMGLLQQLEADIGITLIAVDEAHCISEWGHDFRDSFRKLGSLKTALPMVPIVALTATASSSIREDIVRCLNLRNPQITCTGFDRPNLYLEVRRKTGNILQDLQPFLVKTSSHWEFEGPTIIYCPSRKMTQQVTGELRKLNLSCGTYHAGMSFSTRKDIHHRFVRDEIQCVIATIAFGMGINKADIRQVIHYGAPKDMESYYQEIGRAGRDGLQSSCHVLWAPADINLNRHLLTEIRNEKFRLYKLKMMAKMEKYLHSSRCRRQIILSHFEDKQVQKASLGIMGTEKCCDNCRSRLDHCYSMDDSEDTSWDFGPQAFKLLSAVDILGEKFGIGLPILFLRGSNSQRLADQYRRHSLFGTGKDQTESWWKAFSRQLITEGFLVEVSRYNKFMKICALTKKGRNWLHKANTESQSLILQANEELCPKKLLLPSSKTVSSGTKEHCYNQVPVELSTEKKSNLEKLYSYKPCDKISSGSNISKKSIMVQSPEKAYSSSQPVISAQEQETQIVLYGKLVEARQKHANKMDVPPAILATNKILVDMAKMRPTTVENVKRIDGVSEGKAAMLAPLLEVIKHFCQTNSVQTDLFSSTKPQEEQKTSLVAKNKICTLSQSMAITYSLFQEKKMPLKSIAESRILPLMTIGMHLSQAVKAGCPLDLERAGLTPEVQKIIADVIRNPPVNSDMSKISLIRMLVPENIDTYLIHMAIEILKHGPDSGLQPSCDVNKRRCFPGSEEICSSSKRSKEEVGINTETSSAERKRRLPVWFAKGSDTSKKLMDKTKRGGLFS
#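 WRN at 20 nM final was preincubated with compound for 15 min at room temperature; reaction started with 100 nM forked duplex oligonucleotide carrying fluorophore and quencher plus 2 mM ATP (final). Unwinding followed kinetically by red fluorescence (ex 525/em 598 nm).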
# HT1080NT lethal: kills 2HG-producing HT-1080-NT fibrosarcoma cells. hit rate 1.6% among 360,000. HT-1080-NT fibrosarcoma viability, CellTiter-Glo ATP luminescence, 48 h. Potency, µM (series often up to 46.1 µM), for inactives: at the top dose activity, negative = less viability, usual class: cytotoxic;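 also: NT is the 2HG producing partner of a matched IDH1 knockdown line; potency is read from the fitted curve at half-maximal effect; 0% = DMSO-treated cells and -100% = media-only wells without cells; nearly all actives have a fitted effect of over 55% in size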
#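 Read-out is CellTiter-Glo luminescence after 10 minutes at room temperature, following 48 hours' compound treatment of HT-1080-NT cells (750 cells/well, RPMI, 5% FBS, 37 degrees C).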
# MCF10A rereplic: inducers of DNA re-replication in MCF 10A breast cells; MCF 10A DNA re-replication, Hoechst nuclear intensity, 48 h; Potency, µM (doses to about 46.1 µM), without a hit: at the highest dose activity, positive = re-replication, most hits filed as activators; hit rate 2.9% among 350,000; AID 624296; also: potency is read from the fitted curve at half-maximal effect; % of control where 0% means no effect; nearly all actives have a fitted effect of over 50% in size
# HT1080 IDH1KD tx: toxicity to HT-1080 IDH1 knockdown cells (counter line); HT-1080 IDH1 knockdown viability, ATP luminescence, 48 h; Potency, µM (series often up to 46.1 µM), for the others: at the highest dose activity, negative = toxicity, most hits filed as cytotoxic; hit rate 2% among 360,000; AID 686971;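 also: potency is read from the fitted curve at half-maximal effect; 0% = DMSO wells and -100% = cell-free medium wells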
#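 In this qHTS, HT-1080 cells depleted of IDH1 are exposed for 48 h at 37 °C to compound titrations. Toxicity is scored from CellTiter-Glo luminescence, with DMSO as full viability and medium alone as none.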
# * = called active by the depositor; i = inactive; u = inconclusive; x = not tested or not shown; [ ] = remark or other dose. Unless noted, calls follow the shape of the dose curve; as a rule, active = well fitted curve in the direction sought with a large enough effect; inconclusive = small, poorly fitted or top-dose-only effect, or another doubt; inactive = no such curve, though single readings can be large; an effect the other way counts as inactive or inconclusive.
# Results follow in this order: ATXN2 expr inh, KB-3-1 cytotox, SW480 rereplic, KB-V1 cytotox, IL1B secr inh, WRN inhibitor, HT1080NT lethal, MCF10A rereplic, HT1080 IDH1KD tx
COc1ccccc1CN(C)C(=O)c1ccc2c(c1)NC(=O)CS2
 : -1.2%, 5.1%, -1.1%, -10.1%, 16.5, 5.0%, -4.5%, 5.2%, -1.1%
O=c1c2ccccc2sn1-c1ccc(Cl)cc1Cl
 : u, u, x, 14.6µM*, -105.5*, -3.3%, -21.0%, x, u
O=C(O)CSC1CC(=O)N(c2ccc(Cl)c(Cl)c2)C1=O (stereo not drawn)
 : -1.7%, 4.8%, -5.6%, 7.7%, 2.8, -26.5%, 12.6%, -0.8%, 17.1%
CCSc1nnc(N(CCC(=O)O)CCC(=O)O)s1
 : -0.5%, -2.1%, -9.0%, -20.9%, -12.0, -19.0%, -5.0%, -2.4%, -1.0%
COc1cc(CNC2CCCCCCC2)cc(Cl)c1OC
 : -27.6%, u, u, u, -80.4*, -10.4%, -10.4%, 15.2%, u
O=C(c1ccc(F)cc1)N(c1ccccn1)C1CCCCC1
 : -6.4%, -7.7%, -2.4%, -10.5%, 24.1, 1.5%, 0.1%, 0.2%, -2.5%
COc1cccc(N(CC(=O)NCCN2CCOCC2)S(=O)(=O)c2ccccc2)c1
 : 6.6%, 4.1%, 2.9%, -3.7%, -5.0, 3.3%, -4.6%, 0.4%, -0.4%
Cc1ccc(NC(=O)Cn2ccc([N+](=O)[O-])n2)cc1Cl
 : -18.9%, 1.1%, 0.0%, u, u, -7.7%, -0.4%, 1.5%, -4.6%
CCOC(=O)Cn1nc(C)c(NC(=O)COc2ccc([N+](=O)[O-])cc2)c1C
 : x, -11.9%, -1.9%, 0.2%, 10.9, -0.1%, 8.2%, 9.8%, 8.9%
COc1ccc(C2(CNC(=O)Cc3ccccc3)CCCC2)cc1OC
 : 5.8%, 1.8%, 10.0%, -20.1%, 3.7, -9.8%[57.1 µM], 0.7%, 6.1%, 2.0%[9.24 µM]
COC(=O)c1ccc(CNC(=O)COC(=O)CCN2C(=O)C3CC=CCC3C2=O)cc1 (stereo not drawn)
 : 5.1%, 7.8%, 1.5%, 29.1%, -8.4, -11.2%, 26.8%, -4.7%, 17.6%
Cc1ccc(S(=O)(=O)c2cc3c(=O)n4ccccc4nc3n(C)c2=N)cc1
 : 1.7%, -0.4%, u, 6.51µM*, 29.7, -8.1%, 7.1%, u, 1.6%
Cc1[nH]n(C)c(=O)c1N=Nc1ccc(S(C)(=O)=O)cc1
 : -16.8%, 7.4%, -10.8%, 11.6%, -21.1, -19.2%, 13.5%, -1.4%, 14.2%
Cc1nc2ccc([N+](=O)[O-])cc2c(=O)n1Cc1ccc(Cl)cc1
 : x, -1.6%, -7.9%, u, 17.6, 10.7%, -0.9%, 8.7%, 4.0%
Cc1cccc(-c2cc3nc(C)cc(=O)n3[nH]2)c1
 : x, -14.2%, x, 11.6%, 26.5, -4.0%, -0.7%, x, -0.1%
CCCCC[C@@H]1C=C(C(=O)O)[C@H](c2ccc(C)cc2)N1S(=O)(=O)c1ccc(C)cc1
 : -4.3%, 0.0%, -28.4%, 0.0%, 22.5, -8.3%, -0.9%, -55.7%[inhibitor], -8.5%
Cc1cccc(CCNC(=O)CCc2nnc(CCc3ccccc3)o2)n1
 : 31.1%[activator], 6.4%, 17.1%, 0.0%, 2.5, -8.0%, 8.3%, -0.1%, -0.4%
O=C1CC(c2cc3c(cc2Br)OCO3)C2=C(CCCC2=O)N1 (stereo not drawn)
 : -1.7%, -0.3%, -7.6%, u, 10.8, -1.3%, -0.9%, -4.9%, 5.4%
COc1cccc2cc(C(C)N(CCCN3CCOCC3)C(=S)Nc3c(C)cccc3C)oc12 (stereo not drawn)
 : -17.7%, 13.9%, -7.3%, -5.6%, -6.6, 3.9%, 10.8%, 1.1%, 0.1%
Cc1sc2cc3c(c(C(=O)c4ccccc4)[n+]2c1C)-c1cccc2cccc-3c12
 : 10.6µM*, 7.31µM*, u, -13.4%, -96.6*, -13.6%[11.6 µM], 8.2µM*, 11.6µM*, 8.2µM*
Cc1ccc(/C=C/C(=O)O)cc1S(=O)(=O)N(CCO)CCO
 : 2.7%, 6.0%, u, 5.0%, -15.2, 8.3%, 11.0%, -3.2%, 10.5%
CC(C)NC(=O)N(C)C[C@@H]1Oc2cc(C#Cc3ccccn3)ccc2S(=O)(=O)N([C@@H](C)CO)C[C@H]1C
 : -0.8%, -6.3%, x, -18.4%, 18.2, 9.2%, -2.2%, x, -4.0%
O=C(N/N=C/c1ccc(O)c([N+](=O)[O-])c1)c1ccncc1
 : -7.1%, 0.4%, -28.8%, 15.9%, 6.6, 1.4%, -6.2%, 0.9%, 0.8%
O=C(NC(Cc1ccccc1)C(=O)O)/C(=C/c1ccc(Br)cc1)NC(=O)c1ccc(Br)o1 (stereo not drawn)
 : -8.0%, 11.6%, 5.5%, u, -1.3, -1.4%, -4.0%, u, 12.8%
Cc1oc(-c2cccc(Cl)c2)nc1CS(=O)(=O)CC(=O)NCCN1CCOCC1
 : -15.8%, 9.6%, -1.5%, 0.0%, 14.3, -4.9%, -1.0%, 9.7%, -0.8%
O=[N+]([O-])c1cccc(CN2CCCCCC2)c1
 : 1.2%, 1.2%, -8.0%, -2.6%, -1.8, -5.2%, -0.5%, 5.9%, 0.4%
CC(C)Cn1c(N)c(C(=O)CSc2ncn[nH]2)c(=O)n(C)c1=O
 : 4.9%, 3.4%, u, 11.0%, 33.0, 3.6%, 5.3%, -12.2%, 10.4%
CC1CCN(S(=O)(=O)c2ccc(C(=O)N3CCOCC3)cc2)CC1
 : 4.4%, 12.7%, -20.9%, -2.8%, i, -4.8%, 5.2%, 10.4%, 20.9%
O=c1cc(-c2ccccc2)[nH]c2ccccc12
 : -29.2%, 0.651µM*, u, u, 92.2, -7.4%, u, 1.3µM*, 2.31µM*
CCN1C[C@@H]2[C@@H]3C(=O)N(Cc4ccccc4)C(=O)[C@@H]3[C@](C)(C1=O)N2C(=O)c1ccc(Br)cc1
 : 4.8%, 12.5%, -7.7%, 4.5%, -6.0, -3.7%, 16.7%, -6.7%, 14.0%
CCOc1cccc(/C=C(/C#N)c2nc3ccccc3[nH]2)c1OCC(=O)O
 : x, 2.2%, 4.0%, 12.4%, 21.5, -8.6%, 23.8%, -2.5%, 15.0%
O=C(O)Cc1csc(-c2ccccc2)n1
 : 20.3%, 10.0%, 3.1%, 0.0%, 34.6, 12.1%, 8.3%, -6.5%, -0.4%
CCC1(CC)SC(N)=NC1=O
 : 8.6%, -0.3%, -0.5%, 19.4%, 3.5, -10.7%, 9.2%, -1.5%, 5.2%
CCOc1ccc2oc(=O)cc(CN3CCN(C(=O)c4ccco4)CC3)c2c1
 : -20.8%, 4.2%, -5.8%, -22.6%, -12.9, -29.1%, -8.4%, 2.8%, -16.6%
Nc1cc(=O)[nH]c(SCC(=O)Nc2nnc(-c3ccccc3)s2)n1
 : -13.8%, 5.5%, -6.8%, 0.0%, 80.5, -9.9%, 5.7%, 5.5%, 11.9%
CSCCC(NC(=O)c1ccco1)C(=O)N1CC=C(c2ccccc2)CC1 (stereo not drawn)
 : -3.1%, 3.8%, -0.2%, -19.2%, 0.0, -29.9%, -0.4%, 2.3%, -1.8%
C=CS(=O)(=O)c1ccc(Oc2ccc(S(=O)(=O)C=C)cc2)cc1
 : 8.91µM*, u, u, u, -104.6*, u, -4.1%, 3.26µM*, u
CCN(CC)CCN(C(=O)/C=C/c1cccs1)c1nc2ccc(OC)cc2s1
 : x, 0.2%, -1.2%, -11.2%, 11.2, 10.3%, 1.3%, 0.1%, 0.5%
CCOC(=O)c1c(C)c(C(=O)NCc2cccnc2)c(C)n1CC
 : 2.1%, 6.6%, -8.9%, -26.9%, 6.6, 4.6%, 6.3%, -3.4%, -6.4%
CCOC(=O)c1[nH]c(C)c(C(=O)N2CCN(c3ccccc3OC)CC2)c1C
 : 0.9%, 17.4%, -1.0%, -0.8%, -6.2, -9.0%, 2.8%, -2.1%, 0.7%
CC12CCC(C(=O)N(CC3CO3)C1=O)C2(C)C (stereo not drawn)
 : -9.4%, 6.5%, -0.9%, 2.7%, 17.2, 6.4%, 4.3%, -1.7%, 21.4%
CC(=O)N1N=C(c2ccco2)CC1c1ccc(Cl)o1 (stereo not drawn)
 : 3.5%, 14.0%, u, 7.4%, 0.0, -1.6%[57.1 µM], 0.8%, 0.8%, 5.9%
O=C(CC1NCCN(Cc2ccccc2)C1=O)Nc1ccc(Cl)cc1 (stereo not drawn)
 : -9.3%, -0.8%, -18.7%, 0.6%, -8.9, 2.0%, -10.7%, 3.5%, -11.7%
CCCCNC(=O)c1nc(C2CCN(S(=O)(=O)c3ccccc3C(F)(F)F)CC2)oc1-c1ccccc1
 : -7.2%, 0.1%, x, 26.2%, 2.7, -4.8%, 1.2%, x, 7.1%
Cc1ccc(NC(=O)CSc2ccc(-c3cccnc3)nn2)c(C)c1
 : -11.6%, -0.6%, 3.7%, u, -2.9, -13.4%, -1.5%, 2.3%, -1.4%
Cc1nnc(SCCN2C(=O)c3ccccc3C2=O)nc1C
 : 0.4%, 3.4%, -1.1%, 0.0%, 13.5, -8.1%, 3.5%, -7.9%, 5.1%
COC(=O)C(CSCc1ccccc1)NC(=O)CSc1nc(N)cc(=O)[nH]1 (stereo not drawn)
 : 4.2%, -15.2%, 5.1%, -9.3%, 16.0, -0.6%, 3.4%, -3.3%, -14.1%
Cc1ccc(CN(C)C(=O)c2ccc(S(=O)(=O)N(C)c3ccccc3)cc2)o1
 : 6.6%, -0.4%, 8.2µM*, -20.4%, -15.6, -6.0%, 3.5%, u, 4.1%
CN(C)c1nc(NCc2ccccc2)nc(SCC(=O)Nc2ccc(Cl)c(Cl)c2)n1
 : u, 6.3%, u, 7.31µM*, 0.0, -7.1%, u, u, u
